UGM FP inh – inhibitors of M. tuberculosis UDP-galactopyranose mutase. P9WIQ1. 0.06% of 320,000 active. inhibition, % at 10 µM. purified UGM, fluorescence polarization probe displacement; in the data active means inhibition above about 10%, passing the limit was not always enough
MazF activator – MazEF (E. coli) toxin RNase activation | P0AE70 | FAM/BHQ RNA-DNA oligo cleavage fluorescence, 5 h | activation, % at 20 µM | 0.32% of 350,000 active | AID 504720; in the data active means activation above about 50%
Target sequence (P0AE70 whole entry, looked up): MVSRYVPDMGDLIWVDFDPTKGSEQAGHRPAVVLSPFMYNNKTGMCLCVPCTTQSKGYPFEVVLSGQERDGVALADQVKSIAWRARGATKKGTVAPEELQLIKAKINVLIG
GDH-TPI counter – counter-screen for M. tuberculosis FBA inhibitors: GDH-TPI coupled enzymes; GDH-TPI coupled enzyme counterscreen, NADH absorbance; inhibition, % at 4.8 µM; 1.2% of 360,000 active; in the data active means inhibition above about 30%;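 further: 0% = DMSO wells and 100% = wells lacking the enzyme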
PriA SSB inh – K. pneumoniae PriA-SSBct interaction inhibition; AlphaScreen SSBct-PriA binding, biotinylated peptide; inhibition, % at 33 µM; 0.6% of 430,000 active; AID 1272365; in the data active means inhibition mostly above about 37%, no sharp cut-off; inactive means mostly below about 20%;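 further: plate controls were negative control peptide for no effect and reference peptide for full effect; strong numbers were not always called active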
BH1578 lux ind – quorum light induction in luxS cqsA deficient V. cholerae. V. cholerae BH1578 lux reporter, luminescence, 6 h. activation, % at 18.7 µM. 0.16% of 350,000 active. AID 588436; in the data active means activation mostly above about 9.7%, no sharp cut-off; further: not every result past the cut was called active; inactives centre near 0; reference of the scale not given here
Mtb BioA inh – BioA (M. tuberculosis) enzyme inhibition; purified M. tuberculosis BioA enzyme, plate reader; inhibition, % at 9.99 µM; AID 602481; 0.096% of 360,000 active; in the data active means inhibition above about 40%
3CLpro inhibitor – SARS-CoV 3CLpro protease inhibition. P0C6X7. recombinant SARS-CoV 3CLpro, quenched FRET peptide cleavage. inhibition, % at 6 µM. 0.14% of 290,000 active. AID 1706; in the data active means inhibition above about 12%
FBA Mtb inh – inhibits M. tuberculosis FBA enzyme; P9WQA3; purified M. tuberculosis FBA, fluorescence read-out; inhibition, % at 1 µM; 2.3% of 360,000 active; AID 588726; in the data active means inhibition above about 27%;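 further: 0% = vehicle and 100% = reference inhibitor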
Target sequence (P9WQA3 whole entry, looked up): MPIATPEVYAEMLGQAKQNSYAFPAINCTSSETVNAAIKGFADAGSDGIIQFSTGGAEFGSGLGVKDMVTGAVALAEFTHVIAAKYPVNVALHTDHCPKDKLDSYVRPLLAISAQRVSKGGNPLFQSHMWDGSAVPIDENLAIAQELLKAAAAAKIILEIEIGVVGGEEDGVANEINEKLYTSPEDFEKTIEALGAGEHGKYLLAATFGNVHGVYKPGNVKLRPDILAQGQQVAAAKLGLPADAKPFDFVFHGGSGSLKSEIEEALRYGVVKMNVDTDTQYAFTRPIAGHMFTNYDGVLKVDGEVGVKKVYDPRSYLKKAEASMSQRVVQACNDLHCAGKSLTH
VHR inh abs – DUSP3 (human) phosphatase inhibition. P51452. recombinant VHR phosphatase, pNPP absorbance. inhibition, % at 13.3 µM. 0.52% of 290,000 active; in the data active means inhibition above about 50%; further: some compounds called inactive have numbers as strong as hits
Target sequence (P51452 whole entry, looked up): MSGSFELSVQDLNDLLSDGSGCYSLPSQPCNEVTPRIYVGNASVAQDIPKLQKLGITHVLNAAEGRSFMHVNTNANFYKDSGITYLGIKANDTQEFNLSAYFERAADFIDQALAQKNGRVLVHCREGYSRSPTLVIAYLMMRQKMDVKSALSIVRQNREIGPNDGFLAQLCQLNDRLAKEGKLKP
Rv3671c protease – inhibitors of M. tuberculosis serine protease Rv3671c; inhibition, % at 5.96 µM; P9WHR9; 0.048% of 320,000 active; in the data active means inhibition above about 38%;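 further: extracellular domain of Rv3671c used as enzyme; 0% = enzyme with DMSO and 100% = no enzyme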
Target sequence (P9WHR9 whole entry, looked up, the tested form may be a part): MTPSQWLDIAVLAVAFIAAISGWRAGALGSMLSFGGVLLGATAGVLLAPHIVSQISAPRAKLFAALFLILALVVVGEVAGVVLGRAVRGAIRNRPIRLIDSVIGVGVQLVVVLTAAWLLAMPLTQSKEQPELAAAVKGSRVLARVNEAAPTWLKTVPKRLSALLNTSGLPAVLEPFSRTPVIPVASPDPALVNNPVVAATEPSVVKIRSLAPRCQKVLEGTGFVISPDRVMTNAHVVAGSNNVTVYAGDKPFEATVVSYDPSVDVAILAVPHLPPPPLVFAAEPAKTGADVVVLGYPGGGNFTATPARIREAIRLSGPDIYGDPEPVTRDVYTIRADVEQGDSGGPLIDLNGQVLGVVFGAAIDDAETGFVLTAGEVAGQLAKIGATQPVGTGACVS
* hit, by the source's call; i = inactive; . = no result given; & = joins results of further samples. This is a subset; rates above refer to the full screens.

entry | compound | UGM FP inh | MazF activator | GDH-TPI counter | PriA SSB inh | BH1578 lux ind
1 | COc1ccc(NC(=O)CC2C(=O)NC3CCCCC3N2C(=O)c2ccc(F)cc2)cc1 (centres undefined) | 1.9 | -6 | 15 | 3 | -1.0
2 | O=C1c2ccccc2C(Nc2ccc3c(c2)OCCO3)N1c1ccccn1 (centres undefined) | 1.9 | 0 | 11 | 2 | -0.2
3 | CCOc1ccc(OCCCN(C)C)cc1 | 0.1 | 4 | -2 | -4 | 1.6
4 | CC(C)=CCN1CCN(Cc2coc3ccc(C)cc3c2=O)CC1CCO (centres undefined) | 0.7 | 12 | -7 | 10 | i
5 | COc1ccc(S(=O)(=O)NC(C)C)cc1C(=O)N1CCOCC1 | 1.1 | 6 | 1 | 11 | 2.8
6 | CC(Cc1ccsc1)NCc1cn[nH]c1-c1ccc(F)cc1F (centres undefined) | -3.8 | 1 | 4 | -11 | i
7 | COC(=O)c1ccc(C(=O)Nc2ccc(F)cc2)cc1 | 2.5 | -2 | -1 | 2 | -2.2
8 | CCCCNC(=O)C1CCN(Cc2ccc(OCc3ccccc3)c(OC)c2)CC1 | -1.4 | -10 | 11 | -6 | -0.4
9 | Cc1ccc(S(=O)(=O)CCC(=O)OCC(=O)c2c[nH]c3ccccc23)cc1 | 0.9 | 0 | 14 | -7 | i
10 | CC(Cc1c[nH]c2ccccc12)C(=O)N1CCN(c2ccccc2F)CC1 (centres undefined) | 0.4 | 2 | 3 | 4 | -0.6
11 | O=[N+]([O-])c1ccccc1S(=O)(=O)Nc1ccc(S(=O)(=O)Nc2nccs2)cc1 | -0.2 | -7 | 3 | 1&3 | -0.3
12 | CC(=O)[C@@]1(O)CCC2C3C=CC4=CC(=O)CC[C@]4(C)C3CC[C@@]21C (some centres undefined) | 0.6 | 5 | -3 | 1 | i
13 | CCn1c(O)c(C=NCc2ccccc2)c(=O)[nH]c1=S | -5.2 | 2 | 16 | -2 | -0.1
14 | c1ccc(C2=Nn3c(nnc3-c3cccs3)SC2)cc1 | 1.3 | -6 | 11 | -12 | 0.6
15 | O=C(NC1CCCC1)C1c2ccccc2C(=O)N1C1CCCCC1 (centres undefined) | 3.4 | 5 | -6 | -14 | -0.5

entry | Mtb BioA inh | 3CLpro inhibitor | FBA Mtb inh | VHR inh abs | Rv3671c protease
1 | 2.8 | -3 | 1 | 2 | 1
2 | 0.4 | -10 | 4 | 25 | 7
3 | . | -1 | 3 | -8 | 5
4 | -0.8 | -4 | 2 | -35 | -3
5 | . | 2 | 1 | 12 | 2
6 | -1.1 | 0 | 6 | 21 | 0
7 | 1.1 | . | 0 | . | 3
8 | 5.9 | -7 | -1 | 16 | 2
9 | . | 4 | 0 | 4 | 0
10 | 0.4 | 1 | 2 | 24 | -4
11 | -0.5 | 1 | -1 | 20 | 4
12 | -0.8 | . | -1 | . | 7
13 | . | 5 | 9 | 6 | -21
14 | . | -2 | -2 | 16 | -4
15 | 0.1 | -6 | 1 | 0 | 0

Other records.
entry | compound | UGM FP inh | MazF activator | GDH-TPI counter | PriA SSB inh | BH1578 lux ind
16 | O=C(C1=C(O)C(=O)N(Cc2ccccc2)C1c1ccncc1)c1ccco1 (centres undefined) | 3.3 | 7 | 24 | -3 | i
17 | CC(C)CCN(C)C1CCN(C(=O)Nc2c(F)cccc2F)CC1 | 0.4 | 3 | 0 | -2 | -0.2
18 | CC(=O)N1CCN(S(=O)(=O)c2ccc(C)cc2)C1C(C)C (centres undefined) | -2.4 | 1 | -1 | -8 | -0.7
19 | OC(CNCCNc1ncccc1C(F)(F)F)Cn1ccc2ccccc21 (centres undefined) | 0.8 | 2 | -6 | 0 | -0.2
20 | CC1CCCC=CC2CC(OC(=O)CN(C)C)CC2C(O)C=CC(=O)O1 (centres undefined) | . | 3 | 0 | -10 | i
21 | CCCCCn1c(=O)c(C(=O)Nc2ccccc2C)c(O)c2ccccc21 | 3.7 | 12 | 0 | -11 | i
22 | CCCc1[nH]nc2c1C(c1ccc(OC)c(CSC3=NCCS3)c1)C(C#N)=C(N)O2 (centres undefined) | 3.5 | -5 | -4 | 21 | -1.2
23 | O=[N+]([O-])c1ccc(-c2nc(Nc3cccc(O)c3)c3ccccc3n2)cc1 | -0.8 | 123* | 16 | -15 | i
24 | Cc1ccccc1C(=O)NNC(=O)C(C)N1C(=O)c2ccccc2C1=O (centres undefined) | 1.7 | -2 | -2 | -25 | i
25 | Cn1c(=O)c2cc(S(=O)(=O)NC(Cc3ccccc3)C(=O)NCc3ccco3)ccc2n(C)c1=O (centres undefined) | 0.7 | -5 | 4 | -13 | -0.3
26 | O=C(COc1ccc2ccc(=O)oc2c1)N1CC[C@@]2(O)CCCC[C@H]2C1 | 0.4 | 3 | 13 | -3 | -0.9
27 | CN(c1ccccc1)c1nc(N)c([N+](=O)[O-])c(N2CCCCC2)n1 | -2.5 | 0 | 11 | 27 | -0.5
28 | Cc1ccccc1C(=O)c1cccn1CC(=O)NCc1cccc(Cl)c1 | -0.5 | 3 | 7 | 1 | -0.4
29 | CCOc1ccc(S(=O)(=O)Nc2ccc3c(c2)OCO3)c2cccnc12 | 1.5 | 8 | 18 | 0 | 11
30 | COc1ccc(-c2cc(C(F)F)n3ncc(C(=O)N4CCc5ccccc5C4)c3n2)cc1 | -2.6 | -4 | 8 | -32 | -0.2

entry | Mtb BioA inh | 3CLpro inhibitor | FBA Mtb inh | VHR inh abs | Rv3671c protease
16 | 0.7 | -2 | 6 | 6 | 2
17 | -0.3 | -8 | 1 | 25 | -1
18 | -0.9 | -5 | -1 | -6 | -3
19 | -1.2 | 2 | -1 | 14 | 10
20 | . | . | 0 | . | .
21 | 1.0 | -2 | -2 | 0 | 3
22 | 1.5 | 4 | -3 | 11 | -1
23 | 1.5 | -2 | -1 | 23 | -61
24 | 1.8 | -5 | 0 | 6 | 11
25 | -3.3 | 0 | 5 | 11 | -5
26 | 21 | 0 | 24 | 20 | 4
27 | . | -1 | -2 | 28 | -2
28 | 9.4 | 11 | 0 | -26 | -2
29 | 0.3 | -1 | 0 | 6 | 4
30 | -0.3 | 3 | 30* | 29 | -11

More entries.
entry | compound | UGM FP inh | MazF activator | GDH-TPI counter | PriA SSB inh | BH1578 lux ind
31 | CCOc1ccc(NS(=O)(=O)c2ccc(C(=O)N(C)CC(=O)Nc3ccccc3Br)cc2)cc1 | . | 3 | -1 | 6 | i
32 | Cc1nc(SCC(=O)N2c3ccccc3NC(=O)CC2C)c2c(C)c(C)sc2n1 (centres undefined) | . | 1 | -2 | 4 | 5.1
33 | COc1ccc(N(CC(=O)NCc2ccc(C)cc2)S(=O)(=O)c2ccccc2[N+](=O)[O-])c(OC)c1 | 1.3 | 0 | -2 | 4 | -1.8
34 | O=C(COC(=O)c1cnccn1)c1ccc2ccccc2c1 | 0.9 | 3 | -10 | -13 | i
35 | CC(C)NC(=O)C(Cc1ccccc1)N1C(=O)c2ccccc2C1=O (centres undefined) | 1.6 | 3 | -3 | -4 | i
36 | Cc1ccccc1-n1c(C)nnc1SCC(=O)NC1CCCc2ccccc21 (centres undefined) | 0.7 | -1 | 0 | 4 | i
37 | O=S(=O)(c1ccc(Br)s1)N1CCC(Cc2ccccc2)CC1 | -1.7 | -22 | -6 | -4 | -0.2
38 | C/C(=N/NC(=O)c1ccoc1C)c1ccc(NC(=O)c2ccncc2)cc1 | 0.4 | 0 | 3 | . | i
39 | CC(C)(C)NC(=O)c1cccc(NC(=O)c2ccco2)c1 | -0.6 | 9 | 1 | -6 | -0.4
40 | NC(=O)C1CCN(Cc2nc3cc(C(F)(F)F)ccc3c(=O)[nH]2)CC1 | 2.5 | -10 | 9 | -10 | -0.8
41 | COC(=O)C/C=C/[C@@H](C)[C@@H](/C=N/OCC[C@@H]1C=C[C@H](OC(C)=O)[C@@H](COC(C)=O)O1)NS(=O)(=O)c1ccc(C)cc1 | 4.6 | . | . | . | .
42 | COc1ccc(NC(=O)CCS(=O)(=O)c2ccc(Br)s2)cc1 | -1.6 | 11 | 10 | 2 | i
43 | COc1ccc(CNC(=O)c2c(-c3c(F)cccc3Cl)noc2C)cc1 | 0.9 | -1 | -3 | -6 | -0.3
44 | CN1CCC(O)(c2ccccc2)C2CCCC21 (centres undefined) | 2.9 | -6 | 2 | -22 | i
45 | CCn1nc(C)c(CN2CCC(n3nccc3NC(=O)CCCc3ccccc3)CC2)c1C | -2.7 | 0 | -3 | 1 | -1.6

entry | Mtb BioA inh | 3CLpro inhibitor | FBA Mtb inh | VHR inh abs | Rv3671c protease
31 | -0.2 | . | -1 | . | .
32 | -0.4 | . | -1 | . | .
33 | . | 4 | 2 | 21 | -17
34 | -0.5 | -4 | 7 | -2 | 7
35 | -1.2 | 1 | -2 | 20 | -7
36 | . | -3 | -2 | 36 | 8
37 | -2.8 | 6 | -4 | 12 | -5
38 | 9.3 | 1 | 2 | 7 | -4
39 | 0.7 | -2 | -1 | 31 | -5
40 | -0.3 | 1 | -3 | 5 | 5
41 | . | 0 | . | 43 | 4
42 | -0.2 | 1 | -2 | 20 | -7
43 | 1.1 | -2 | -2 | -20 | -7
44 | 0.0 | 1 | 0 | 21 | 0
45 | 0.3 | -3 | 6 | 2 | -1

(next part)
entry | compound | UGM FP inh | MazF activator | GDH-TPI counter | PriA SSB inh | BH1578 lux ind
46 | Cc1ccc(CNC(=O)CSc2ccc(-c3ccccn3)nn2)cc1 | 0.0 | 4 | 2 | -3 | -2.2
47 | O=C1N(Cc2cccc(Cl)c2)C[C@@H]2C[C@@H](c3cccn3-c3cccnc3)N3CCC[C@@]123 | 1.5 | 4 | -5 | 15 | i
48 | NC(=O)COC(=O)/C=C/c1cccc(Br)c1 | -1.5 | 7 | 0 | -6 | -0.5
49 | CN1CCN(C(=O)Cn2ncc3c([nH]c4ccccc43)c2=O)CC1 | 2.4 | -1 | 2 | -13 | -0.6
50 | COc1ccccc1-n1c(C)c2c(OC)cccc(=O)c2c1C | 3.5 | 5 | -5 | -8 | -0.1
51 | O=C(O)c1ccccc1C=NN=C1c2ccccc2-c2ccccc21 | . | -9 | 16 | . | i
52 | CCOc1cc(C(=O)NC)cc(Br)c1OCc1ccccc1 | 1.5 | -11 | 13 | -2 | i

entry | Mtb BioA inh | 3CLpro inhibitor | FBA Mtb inh | VHR inh abs | Rv3671c protease
46 | . | -6 | -1 | 24 | 7
47 | -2.5 | 2 | 4 | 30 | -3
48 | . | -2 | 2 | 24 | -8
49 | -2.3 | 1 | 8 | 11 | -10
50 | 0.7 | -10 | 0 | 8 | 4
51 | . | . | 5 | . | .
52 | -0.5 | -2 | 0 | 29 | 4

In the list so far, these contain an NH in an aromatic ring.
entry | compound | UGM FP inh | MazF activator | GDH-TPI counter | PriA SSB inh | BH1578 lux ind
6 | CC(Cc1ccsc1)NCc1cn[nH]c1-c1ccc(F)cc1F (centres undefined) | -3.8 | 1 | 4 | -11 | i
9 | Cc1ccc(S(=O)(=O)CCC(=O)OCC(=O)c2c[nH]c3ccccc23)cc1 | 0.9 | 0 | 14 | -7 | i
10 | CC(Cc1c[nH]c2ccccc12)C(=O)N1CCN(c2ccccc2F)CC1 (centres undefined) | 0.4 | 2 | 3 | 4 | -0.6
13 | CCn1c(O)c(C=NCc2ccccc2)c(=O)[nH]c1=S | -5.2 | 2 | 16 | -2 | -0.1
22 | CCCc1[nH]nc2c1C(c1ccc(OC)c(CSC3=NCCS3)c1)C(C#N)=C(N)O2 (centres undefined) | 3.5 | -5 | -4 | 21 | -1.2
40 | NC(=O)C1CCN(Cc2nc3cc(C(F)(F)F)ccc3c(=O)[nH]2)CC1 | 2.5 | -10 | 9 | -10 | -0.8
49 | CN1CCN(C(=O)Cn2ncc3c([nH]c4ccccc43)c2=O)CC1 | 2.4 | -1 | 2 | -13 | -0.6

entry | Mtb BioA inh | 3CLpro inhibitor | FBA Mtb inh | VHR inh abs | Rv3671c protease
6 | -1.1 | 0 | 6 | 21 | 0
9 | . | 4 | 0 | 4 | 0
10 | 0.4 | 1 | 2 | 24 | -4
13 | . | 5 | 9 | 6 | -21
22 | 1.5 | 4 | -3 | 11 | -1
40 | -0.3 | 1 | -3 | 5 | 5
49 | -2.3 | 1 | 8 | 11 | -10

High-throughput results deposited in PubChem BioAssay by several laboratories.
